GalR3 antag: blocks the human galanin receptor 3; inhibition, % at 3 µM; HEK293 GalR3-CNG cAMP membrane potential fluorescence; galR3 body fused to GalR1 C-terminus; O60755; 360,000 tested, 0.44% active;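 active means inhibition above the screen-wide average plus 3 SD, cut at about 13% in these data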;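 further: forskolin and galanin both at EC90 stimulate the cells; cAMP rise reported by CNG channel membrane potential dye signal; 0% = forskolin plus galanin with DMSO and 100% = forskolin alone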
Target sequence (O60755 1-299 limits assumed): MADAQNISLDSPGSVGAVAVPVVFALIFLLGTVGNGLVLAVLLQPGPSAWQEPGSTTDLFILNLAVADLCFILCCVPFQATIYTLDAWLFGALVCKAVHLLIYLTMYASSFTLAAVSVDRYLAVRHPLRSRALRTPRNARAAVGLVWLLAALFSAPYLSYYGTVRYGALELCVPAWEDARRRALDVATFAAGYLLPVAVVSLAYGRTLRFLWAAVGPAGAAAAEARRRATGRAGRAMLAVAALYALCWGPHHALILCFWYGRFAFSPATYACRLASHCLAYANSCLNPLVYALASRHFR
An asterisk follows results filed as active.

SMILES	GalR3 antag
C[C@@H]1CCCCO[C@H](CN(C)C(=O)CCC(F)(F)F)[C@H](C)CN([C@@H](C)CO)C(=O)c2cc(NS(=O)(=O)c3ccc(Cl)cc3)ccc2O1	-8
Cc1ccccc1CN1C(=O)C(C)Sc2ccc(-c3ccco3)cc21 (configuration not stated)	-4
CC(C)CC1OC(C(C)C)Cc2[nH]c(=S)[nH]c(=O)c21 (configuration not stated)	-7
FC(F)(F)c1cccc(-c2cncc(N3CCN(CCN4CCCC4)CC3)n2)c1	-8
COC(=O)C[C@H]1C=C[C@@H](NC(=O)Cc2cccnc2)[C@@H](CO)O1	-7
CCCCn1nnnc1C(c1cc2ccccc2o1)N1CCCCC1 (configuration not stated)	-9
CCOC1=C2CN(S(=O)(=O)c3ccc(C)cc3)C(c3cccc(Cl)c3)CC2NC(c2ccccc2)C1 (configuration not stated)	-10
Cn1ccc2c(-c3ccccc3F)cc3c(c21)C1CCC3C1 (configuration not stated)	0
CC(C)C[C@H]1CNC(=S)N1C[C@H]1CCCN1C[C@H](Cc1ccc(O)cc1)N1C[C@H](Cc2ccc(O)cc2)N(CCc2ccccc2)C1=S	-5
CC(C)(C)S(=O)N1Cc2cc(C(=O)N[C@@H]3CCN(Cc4ccccc4)C3)nc(-c3cccc(-c4cc5ccccc5o4)c3)c2[C@@H]1CCO (some centres not stated)	-5
CC(=O)Nc1cc(-c2cccc(C(=O)NCCO)c2)cn2c(-c3ccc(F)c(Cl)c3)cnc12	1
Cc1ccc(-c2nc3ccc(Br)cn3c2Cc2ccsc2)cc1	-6
COC(=O)c1ccc(CNC(=O)CC[C@H]2O[C@@H](n3cc(C)c(=O)[nH]c3=O)C[C@@H]2O)cc1	-6
O=C(C[C@@H]1C=C[C@@H](NC(=O)Nc2cccc(F)c2)[C@@H](CO)O1)NCC1CCCCC1	4
CNc1cncc(-c2cccc(OC)c2F)n1	-6
CCOC(=O)[C@]12CCCC=C1N(CCC1=CCCCC1)C(=O)[C@H](CC(=O)N1CCSCC1)C2	-8
CCCCC[C@@H](C)N1C[C@@H](COCc2ccccc2)Oc2cc(N3CC[C@@H](O)C3)ccc2S1(=O)=O	-4
COC(=O)C1=C(C)N(Cc2ccccc2C(F)(F)F)C(=NCC2CC2)NC1c1ccc(F)cc1 (configuration not stated)	-3
CCCC(=O)N1CCC1(C)C(=O)Nc1ncc(C(=O)OC)s1 (configuration not stated)	-7
O=C(N[C@H]1CC[C@@H](CCNS(=O)(=O)c2ccccc2Cl)O[C@@H]1CO)c1ccccc1	-4
COC(=O)[C@]12CCCCC=C1N(Cc1ccccc1)C(=O)[C@H](CC(=O)NCc1cccc(C(F)(F)F)c1)C2	-5
Cc1cc(C(=O)N2CCC2(C)C(=O)NS(=O)(=O)c2ccc(Cl)cc2)nn1C (configuration not stated)	-5
COC(=O)C1=C(C)N(Cc2cccc(C(F)(F)F)c2)C(=NCc2cc(OC)c(OC)c(OC)c2)NC1c1ccccc1C(F)(F)F (configuration not stated)	-3
OC[C@H]1O[C@@H](c2nc3ccc(-c4nc(-c5cccs5)no4)cc3[nH]2)C[C@@H]1O	0
OC[C@@H]1CN(Cc2cccs2)C[C@H](n2cnc3c(N4CCOCC4)ncnc32)O1	-1
CC(=O)NC(c1cccc(F)c1)c1nc(-c2cccc(C(=O)O)c2)cs1 (configuration not stated)	-5
CCc1nc2c(OCC(=O)C(C)(C)C)cccn2c1N(C=O)CC(=O)N(C)C	-7
O=C(CC[C@H]1O[C@@H](n2ccc(=O)[nH]c2=O)[C@H](O)[C@@H]1O)N[C@H](Cc1ccccc1)C(=O)NCC1CCCO1 (some centres not stated)	-6
CCC(C(=O)Nc1c(C)cccc1C)n1c(-c2cc(C)cs2)nc2ccccc21 (configuration not stated)	-7
CCOC(=O)C1=C[C@@H](C(C)C)N(S(=O)(=O)c2ccc([N+](=O)[O-])cc2)[C@H]1c1ccccc1	-4
COc1ncccc1C(=O)Nc1c(-c2ccccc2)[nH][nH]c1=O	-4
COCCNC(=S)N(C)[C@H]1C[C@H]2c3[nH]c4cccc(-c5ccccc5)c4c3CCN2C(=O)[C@H]1[C@H](C)O	-4
c1ccc(-c2cc3nc(NCc4ccc5c(c4)OCO5)ccn3n2)cc1	-6
O=NN(C(=O)NC1CCC(C(=O)O)CC1)C1CCC(C(=O)O)CC1 (configuration not stated)	-6
CCCCc1c(-c2ccccc2OC)ncn1Cc1ccc(F)cc1F	-2
O=C(C(=O)N1CCN(C(=O)c2cc(C(F)(F)F)cc(C(F)(F)F)c2)CC1)c1cccc(C(F)(F)F)c1	2
COC(=O)[C@]12C[C@H](CC(=O)N3CCCC3)C(=O)N(Cc3ccc4c(c3)OCO4)C1=C[C@H](COCc1ccccc1)O[C@@H]2C	-4
COc1ccc(Cl)cc1-c1cc(C(=O)NCc2ccc(C(F)(F)F)cc2)[nH]n1	-4
Cc1noc(C)c1S(=O)(=O)NC(=O)C1(C)CCN1C(=O)C1(c2ccc(Cl)cc2)CC1 (configuration not stated)	3
CCc1ccc2c(c1)NC(=O)C2(C)Cc1ccc(OC(F)(F)F)cc1 (configuration not stated)	-8
Cc1cc(C(=O)N2CCCC(C)(C(=O)NS(=O)(=O)C3CC3)C2)nn1C(C)(C)C (configuration not stated)	4
CCOC(=O)C1CCCN(C(=O)c2ccc3c(c2)C(C)(C)CCC3(C)C)CC1 (configuration not stated)	-8
Nc1ncnc2c1ncn2[C@@H]1O[C@H](C(=O)NCCc2ccc(F)cc2)[C@@H](O)[C@H]1O	7
Cc1cccc(C)c1Cn1c(C)c(C(=O)NCCC#N)sc1=O	1
COCc1[nH]nc2c1C(c1ccc(F)cc1)N(Cc1ccccc1)C2=O (configuration not stated)	-7
Nc1c(-c2ccccc2)nc2ncccn12	-3
COc1ccc(CCC(=O)N2c3ccccc3N=C(c3ccc(C(F)(F)F)cc3)C2C(=O)NC(C)(C)C)cc1 (configuration not stated)	-3
CCc1ccc([C@@H]2CC(=O)[C@@H]3CN(S(=O)(=O)c4ccc(C)cc4)[C@H](c4ccc(Cl)cc4)C[C@@H]3N2S(=O)(=O)c2ccc(C)cc2)cc1	-2
CCc1nc2ccc(C(=O)Nc3ccc4c(c3)OCC(=O)N4)cn2c1N(C)C(=O)C1CCCCC1	6
CCCCCNC(=O)C1C(=O)Nc2ccccc2C(=O)N1c1ccc(OC)cc1 (configuration not stated)	-10
O=C(NCC(F)(F)F)c1cc2c(c(-c3cccc(-c4ccccc4F)c3)n1)[C@H](CCO)N(C(=O)CC1CC1)C2	-5
CC(=O)NC(c1cccc(F)c1)c1nc(/C=C/c2ccccc2)cs1 (configuration not stated)	0
CN(C)C(=O)c1cccc(-c2cnc3c(NC=O)cc(-c4ccccc4N(C)C)cn23)c1	-6
CC(=O)Nc1cccc(-c2ccnc3c2CC(C(=O)NCCc2ccccc2)O3)c1 (configuration not stated)	-3
CCCc1nc2ccc(Cl)cn2c1Cc1cccc(Cl)c1	-2
O=S1(=O)CC(N2CCN(CCO)CC2)CN1C1CCCCC1 (configuration not stated)	0
CCCS(=O)(=O)NC(=O)C1(C)CCN(C(=O)COc2ccccc2)C1 (configuration not stated)	-4
CCCS(=O)(=O)NC(=O)C1(C)CCN(C(=O)c2cccc(OC(F)(F)F)c2)C1 (configuration not stated)	-5
COC(=O)C1=CN(c2ccc(N3CCOCC3)cc2)C(N)=C(C#N)C1c1cccc(OC)c1OC (configuration not stated)	1
CCCCOCCCNC(=O)C[C@H]1C[C@@]2(C(=O)OC)C(=C[C@H](C(C)(C)C)O[C@@H]2C)N(CCC2=CCCCC2)C1=O	-1

Quoted at random: five compounds from above
SMILES	GalR3 antag
COc1ncccc1C(=O)Nc1c(-c2ccccc2)[nH][nH]c1=O	-4
Nc1ncnc2c1ncn2[C@@H]1O[C@H](C(=O)NCCc2ccc(F)cc2)[C@@H](O)[C@H]1O	7
COC(=O)C1=C(C)N(Cc2ccccc2C(F)(F)F)C(=NCC2CC2)NC1c1ccc(F)cc1 (configuration not stated)	-3
C[C@@H]1CCCCO[C@H](CN(C)C(=O)CCC(F)(F)F)[C@H](C)CN([C@@H](C)CO)C(=O)c2cc(NS(=O)(=O)c3ccc(Cl)cc3)ccc2O1	-8
COC(=O)c1ccc(CNC(=O)CC[C@H]2O[C@@H](n3cc(C)c(=O)[nH]c3=O)C[C@@H]2O)cc1	-6

Later entries:
SMILES	GalR3 antag
Brc1cccc(-c2nc3c4ccccc4ccn3c2CC2CCCCC2)c1	-8
NC(c1ccccc1)c1csc(NC(=O)NCCc2ccccc2)n1 (configuration not stated)	-4
O=C(NC1CCCCC1)C(c1ccc(C(F)(F)F)cc1)n1c(=O)c(-c2ccccc2)nc2ccccc21 (configuration not stated)	-6
CCCn1cc(CCC(=O)Nc2ccc(Oc3cccnc3)cc2)c2ccccc21	-8
CN(c1cc2c(c3c1ccn3C)C1CCC2O1)C1CCCCC1 (configuration not stated)	-3
CC1(C(=O)NS(=O)(=O)c2ccc(C#N)cc2)CCN1C(=O)c1ccccc1CCc1ccccc1 (configuration not stated)	-5
CC(=O)Oc1ccccc1Cn1c(C)c(C(=O)NCc2ccccc2C(F)(F)F)sc1=O	1
Nc1nc2ccc(Cl)cc2cc1C(=O)NCCc1ccc(O)cc1	-7
CC(C)(C)NC(=O)C(c1ccc(C#N)cc1)n1c(=O)c(-c2ccccc2)nc2ccccc21 (configuration not stated)	-7
COC(=O)[C@]12C[C@H](CC(=O)N3CCCC3)C(=O)N(CCC3=CCCCC3)C1=C[C@H](C(C)(C)C)O[C@@H]2C	-6
C#CCN(C[C@H]1[C@H](OC(=O)NCCCCCC)[C@H](OC(=O)NCCCCCC)CN(C(=O)OC(C)C)N1C(=O)OC(C)C)S(=O)(=O)c1ccc(C)cc1	-5
OC(c1ccccc1)c1ncc(-c2cccc(C(F)(F)F)c2)[nH]1 (configuration not stated)	-3
Fc1ccc2nc(-c3ccc(CN4CCC(c5nc6ccccc6[nH]5)CC4)cc3)c(-c3ccccc3)nc2c1	-8
Cc1ccc(NC(=O)C2(C)CCN2C(=O)Cc2ccccc2Cl)cc1C (configuration not stated)	0
COCCCn1cc(CN2CC(N3CCCC3)CS2(=O)=O)nn1 (configuration not stated)	5
OC(c1ccccc1)(c1ccccc1)C1CCN(CCCOc2cccc(OC(F)(F)F)c2)CC1	-4
O=C(c1ccc(Cl)c(Cl)c1)N1CCC(=O)N([C@H](COCc2ccccc2)Cc2ccccc2)CC1	-10
CN(C)c1ccc(-c2ccnc3c2CC(C)(C(=O)NCC2CCOCC2)O3)cc1 (configuration not stated)	-6
CN(CCc1ccccc1)C(=O)c1[nH]c(C(F)(F)F)nc1-c1ccccc1	-5
CCCN(CCC)Cc1cc(=O)oc2cc(C)c(C)cc12	-8
O=S1(=O)N[C@@H](Cc2ccccc2)COc2cc(N3CCC[C@H]3CO)ccc21	-6
CCCNC(=O)c1cc(C2CCCCN2C(=O)c2ccc(OC)cc2)on1 (configuration not stated)	-3
COc1cc(OC)nc(Nc2nc(C(N)c3ccccc3)cs2)n1 (configuration not stated)	-8
Nc1sc(Cc2ccccc2)cc1C(=O)NC1CCCCC1	-6
CC(C)(C)NC(=O)C1c2ccccc2OCC(=O)N1C1CC1 (configuration not stated)	-5
CC1=NN(c2ccccc2)C(=O)C1CCC#N (configuration not stated)	-5
CC(=O)c1cccc(-c2ccnc3c2CC(C(=O)Nc2ccccc2)O3)c1 (configuration not stated)	-6
C=CCNc1ncnc2c1ncn2[C@H]1CN(Cc2ccco2)C[C@@H](CO)O1	-3
CCOC(=O)C1=C[C@@H](C(C)C)N(S(=O)(=O)c2ccc(C)cc2)[C@H]1c1ccc(C(F)(F)F)cc1	-6
CCN1CCCSC1=S	-2

Arranged by value in GalR3 antag (high to low): three of the compounds above.
SMILES	GalR3 antag
CC(C)(C)NC(=O)C1c2ccccc2OCC(=O)N1C1CC1 (configuration not stated)	-5
CC(=O)c1cccc(-c2ccnc3c2CC(C(=O)Nc2ccccc2)O3)c1 (configuration not stated)	-6
CCCN(CCC)Cc1cc(=O)oc2cc(C)c(C)cc12	-8

Next part:
SMILES	GalR3 antag
COc1ccc(Cc2c(C3CCCCC3)nc3ccc(C)cn23)c(C)c1	-3
O=C1NC(=O)C2(CCCc3ccc(N(CCO)CCO)cc32)N1 (configuration not stated)	-2
CC(=O)c1ccc(OC2(C)CCN(Cc3cccn3-c3nccs3)C2)cc1 (configuration not stated)	-9
Cc1ccc(S(=O)(=O)NC(=O)C2(C)CCN2C(=O)COc2ccc(Cl)cc2)nc1 (configuration not stated)	-4
CCOC(=O)C1=CCN(S(=O)(=O)c2ccc(C)cc2)C1c1cccc(C)c1 (configuration not stated)	0
CCOC(=O)C1(C)CCCN(C(=O)c2c(F)cccc2F)C1 (configuration not stated)	2
CC1OC(C(C)(C)C)CC2=C1C(=O)OC(C)(C)O2 (configuration not stated)	-7
Cc1ccc(NC(=O)c2cc(S(=O)(=O)N3CCCCC3)c[nH]2)cc1Cl	0
O=C(C(=O)N1CCC(CNC(=O)c2sc3ccccc3c2Cl)CC1)c1cccs1	3
O=C(NC1CCCCC1)C(c1ccccc1F)n1c(=O)c(-c2cc3ccccc3[nH]2)nc2ccccc21 (configuration not stated)	-2
C[C@H]1C(C(=O)N(C)C2CCCCC2)=Cc2c(n(-c3ccc(F)cc3)c(=O)n2CCCOc2ccccc2)C=C1c1ccccc1	-5
OC(c1ccc(-c2ccccc2)cc1)c1ncc(-c2ccccc2Cl)[nH]1 (configuration not stated)	-4
O=C1NC[C@H](Cc2ccc(O)cc2)N(C[C@@H]2CCCN2C[C@H](Cc2ccccc2)N2C[C@H](Cc3ccccc3)N(CCc3ccccc3)C(=O)C2=O)C1=O	-5
CCc1nc2c(OCc3cccc(Cl)c3)cccn2c1N(C)C(C)=O	-3
CC(=O)N1CCc2cc(NC(=O)C3(C)CCN3CCc3ccccc3)ccc21 (configuration not stated)	-2
CC(C)c1ccc(CC(=O)N2CCC2(C)C(=O)Nc2ccc3c(c2)OCCO3)cc1 (configuration not stated)	-8
CCc1nc2c(OCC(=O)C(C)(C)C)cccn2c1N(C=O)Cc1ccc(OC)cc1	-5
O=c1[nH][nH]c2c1[C@H](c1ccc(F)cc1)O[C@H](CCc1ccccc1)C2	0

High-throughput results from PubChem.

These rows are one share of the data; rates above refer to the full screens.
